Bioassay records as filed in PubChem BioAssay.
STK33 inh: human STK33 kinase inhibition. inhibition, % at 10 µM. Q9BYT3. 320,000 tested, 0.073% active. purified STK33, MBP phosphorylation, ADP-Glo luminescence. AID 2661;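 active = inhibition at or above 25%, using the most active replicate where run in duplicate; inactive = inhibition below 25%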
Target sequence (Q9BYT3 whole entry, looked up): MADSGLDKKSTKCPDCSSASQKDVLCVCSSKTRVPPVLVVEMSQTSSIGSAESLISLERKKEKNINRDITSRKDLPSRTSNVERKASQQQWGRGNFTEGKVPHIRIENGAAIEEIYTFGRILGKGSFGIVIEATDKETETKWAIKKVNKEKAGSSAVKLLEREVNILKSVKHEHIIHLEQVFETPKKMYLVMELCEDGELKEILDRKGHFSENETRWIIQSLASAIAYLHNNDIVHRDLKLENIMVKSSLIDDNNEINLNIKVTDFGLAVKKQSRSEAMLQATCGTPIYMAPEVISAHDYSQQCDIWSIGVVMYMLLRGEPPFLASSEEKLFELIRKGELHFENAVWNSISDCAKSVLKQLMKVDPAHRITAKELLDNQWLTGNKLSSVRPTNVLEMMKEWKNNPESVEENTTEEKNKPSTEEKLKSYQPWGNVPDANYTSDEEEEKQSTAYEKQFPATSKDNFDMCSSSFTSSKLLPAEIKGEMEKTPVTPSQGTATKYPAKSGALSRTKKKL
KCNQ2 block: KCNQ2 channel blockers in CHO-K1 cells – cell-based, FluxOR thallium flux, B-score, primary screen (AID 2156). O88943. 20 min; stronger effect = lower value. B-score at 10 µM. 310,000 tested, 1.1% active;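 active = fluorescence ratio B-score at most minus 3 library SDs, with starting brightness B-score within 2 library SDs, cut at about -5.5 in these data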
OX1R antag: blocks the human orexin 1 receptor; O43613; OX1R-expressing cells, FRET antagonist read-out; inhibition, % at 6.6 µM; 330,000 tested, 1.8% active; AID 485270; in the data active = inhibition mostly above about 38%, no sharp cut-off; inactive = mostly below about 40%;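 note: 0% = agonist challenge alone and 100% = reference antagonist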
Target sequence (O43613 whole entry, looked up): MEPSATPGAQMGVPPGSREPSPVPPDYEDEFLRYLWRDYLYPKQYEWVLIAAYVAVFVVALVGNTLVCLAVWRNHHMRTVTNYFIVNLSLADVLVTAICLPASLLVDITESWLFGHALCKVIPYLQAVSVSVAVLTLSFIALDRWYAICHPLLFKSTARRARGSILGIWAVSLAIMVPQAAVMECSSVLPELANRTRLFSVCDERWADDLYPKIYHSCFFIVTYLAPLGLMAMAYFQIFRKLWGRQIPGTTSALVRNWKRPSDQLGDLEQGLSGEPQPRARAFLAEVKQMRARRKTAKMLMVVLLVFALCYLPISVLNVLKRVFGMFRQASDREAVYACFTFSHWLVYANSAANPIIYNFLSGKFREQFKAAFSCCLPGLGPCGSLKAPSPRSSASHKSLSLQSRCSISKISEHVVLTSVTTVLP
* hit, by the source's call.

What do the screens show for `CCOC(=O)c1c(C)n(C)c2cc([N+](=O)[O-])c(O)c([N+](=O)[O-])c12`?
STK33 inh: -0.8; KCNQ2 block: inactive; OX1R antag: 31

How did COc1ccc(C(=O)Nc2ccc(S(=O)(=O)Nc3cnc4ccccc4n3)cc2)cc1 do in these assays?
STK33 inh: -3.2; KCNQ2 block: inactive; OX1R antag: 18

Results for COc1ccc(-c2nnc(SCC(=O)N(C)C3CCS(=O)(=O)C3)n2C(C)C)cc1 (stereo not given) ?
STK33 inh: 0.6; OX1R antag: 16

What do the screens show for `COc1cc(CNc2ccc3[nH]c(=O)[nH]c3c2)ccc1OCc1ccccc1`?
STK33 inh: -0.6; KCNQ2 block: inactive; OX1R antag: 10

Results for COc1ccc([N+](=O)[O-])cc1N(CC(=O)NCC1CCCO1)S(C)(=O)=O (stereo not given) ?
STK33 inh: -0.3; KCNQ2 block: inactive; OX1R antag: 25

What do the screens show for `O=C(NCC1CCN(Cc2ccccc2F)CC1)Nc1cc(F)ccc1F`?
STK33 inh: 1.8; KCNQ2 block: inactive; OX1R antag: 3

How did Cc1cc(C(=O)OC(C)C(=O)Nc2nc(-c3ccccc3)cs2)c(C)o1 (stereo not given) do in these assays?
STK33 inh: -2.5; KCNQ2 block: inactive; OX1R antag: 25

Results for CC(=O)/C(N=Nc1cc2c(cc1[N+](=O)[O-])OCCO2)=C(\C)O ?
STK33 inh: -0.8; KCNQ2 block: inactive; OX1R antag: 28

What do the screens show for `CC(C)CCNC(=O)c1ccc(C2SCC(=O)N2Cc2ccco2)cc1` (stereo not given)?
STK33 inh: 0.2; KCNQ2 block: inactive; OX1R antag: 12

Results for COc1ccccc1N(CC(=O)NCc1cccnc1)S(C)(=O)=O ?
STK33 inh: -0.8; KCNQ2 block: inactive; OX1R antag: 6

What do the screens show for `Cc1ccc(C(C)C)c(OCc2ccc(C(=O)N/N=C/c3ccc(C(=O)O)cc3)cc2)c1`?
STK33 inh: -2.4; KCNQ2 block: inactive; OX1R antag: 11

What do the screens show for `COc1ccccc1Oc1ccc2c(c1)C(=O)N(c1cccc(O)c1)C2=O`?
STK33 inh: 0.0; KCNQ2 block: inactive; OX1R antag: 3

Entries listed so far that have a nitro group on carbon (three):
What do the screens show for `CCOC(=O)c1c(C)n(C)c2cc([N+](=O)[O-])c(O)c([N+](=O)[O-])c12`?
STK33 inh: -0.8; KCNQ2 block: inactive; OX1R antag: 31

Results for COc1ccc([N+](=O)[O-])cc1N(CC(=O)NCC1CCCO1)S(C)(=O)=O (stereo not given) ?
STK33 inh: -0.3; KCNQ2 block: inactive; OX1R antag: 25

Results for CC(=O)/C(N=Nc1cc2c(cc1[N+](=O)[O-])OCCO2)=C(\C)O ?
STK33 inh: -0.8; KCNQ2 block: inactive; OX1R antag: 28

Further records.
What do the screens show for `Cc1ccc(C)c(NC2=NC3(CCCCC3)N=C(N)N2)c1`?
STK33 inh: -1.6; KCNQ2 block: inactive; OX1R antag: 5

What do the screens show for `COc1ccc(C(=O)Nc2ccccc2C(=O)N2CCCCCC2)cc1`?
STK33 inh: 1.9; KCNQ2 block: inactive; OX1R antag: 24

Results for NC(=O)/C(=C\c1cccnc1)NC(=O)c1ccccc1 ?
STK33 inh: -2.8; KCNQ2 block: inactive; OX1R antag: 9

How did O=C(NCCc1ccc(C(F)(F)F)cc1)c1ccc2c(c1)OCO2 do in these assays?
STK33 inh: -0.2; OX1R antag: 20

How did CCOC(=O)c1c(NC(=S)Nc2ccc(F)cc2)sc2c1CCC2 do in these assays?
STK33 inh: 0.7; KCNQ2 block: -7*; OX1R antag: 14

What do the screens show for `COc1ccccc1NC(=O)c1ccc2[nH]c(C)c(C)c2c1`?
STK33 inh: -1.8; KCNQ2 block: inactive; OX1R antag: 11

What do the screens show for `O=C(COc1cccnc1[N+](=O)[O-])NCc1cccs1`?
STK33 inh: -2.2; KCNQ2 block: inactive; OX1R antag: 12

How did O=C(CC1C(=O)NCCN1Cc1c(F)cccc1Cl)NC1CCCC1 (stereo not given) do in these assays?
STK33 inh: -0.1; KCNQ2 block: inactive; OX1R antag: 8

How did CC(OC(=O)/C=C/c1ccc(Br)cc1)C(=O)N1CCOCC1 (stereo not given) do in these assays?
STK33 inh: -2.2; KCNQ2 block: inactive; OX1R antag: 11

What do the screens show for `Cc1cc2c(Nc3cccc(O)c3)ncnc2s1`?
STK33 inh: 11; KCNQ2 block: inactive; OX1R antag: 9

What do the screens show for `CCN1CCN(c2ccc([N+](=O)[O-])cc2C(=O)c2ccc(Cl)cc2)CC1`?
STK33 inh: -2.4; KCNQ2 block: inactive; OX1R antag: 31

What do the screens show for `CCC(Sc1nnc(-c2ccco2)n1C)C(=O)Nc1nnc(C)s1` (stereo not given)?
STK33 inh: -1.5; KCNQ2 block: inactive; OX1R antag: 13

Results for COc1ccc2c3c1O[C@H]1C[C@@H](O)C=C[C@@]31CCN(C)C2 ?
STK33 inh: -2.0; KCNQ2 block: inactive; OX1R antag: 17

Results for COc1c(C)oc2cc(O)ccc2c1=O ?
STK33 inh: 3.7; KCNQ2 block: inactive; OX1R antag: 6

Results for Cn1nc(CC(=O)NC2CCCCC2)c2ccccc2c1=O ?
STK33 inh: -0.9; KCNQ2 block: inactive; OX1R antag: 15

Results for CCOc1ccc(NS(=O)(=O)c2ccc(C(=O)NC3CCN(Cc4ccccc4)CC3)cc2)cc1 ?
STK33 inh: -4.1; KCNQ2 block: inactive; OX1R antag: 18

How did CCCSc1cc(NCCOC(C)=O)c([N+](=O)[O-])c2nonc12 do in these assays?
STK33 inh: -1.7; KCNQ2 block: inactive; OX1R antag: 82*

Results for COc1ccc(C(C)=O)cc1CC(=O)N(Cc1ccccc1)c1ccccc1 ?
STK33 inh: -2.6; KCNQ2 block: inactive; OX1R antag: 16

What do the screens show for `Cc1nc2sc(C(c3cccc(F)c3)N3CC(C)OC(C)C3)c(O)n2n1` (stereo not given)?
STK33 inh: 0.8; KCNQ2 block: inactive; OX1R antag: -4

Results for O=C(NC1CCCN(Cc2ccc(Cl)cc2)C1)C1CCC1 (stereo not given) ?
STK33 inh: -0.6; KCNQ2 block: inactive; OX1R antag: 3

How did COc1ccc(/C=N/NS(=O)(=O)c2ccc(F)cc2)cc1CN1CCSCC1 do in these assays?
STK33 inh: -1.3; KCNQ2 block: inactive; OX1R antag: 30

How did O=C1COc2ccc(C(=O)COc3ccc([N+](=O)[O-])cc3)cc2N1 do in these assays?
STK33 inh: -1.6; KCNQ2 block: inactive; OX1R antag: 3

How did O=C(CCn1c(=S)[nH]c2ccccc2c1=O)Nc1ccc(F)cc1 do in these assays?
STK33 inh: -0.9; KCNQ2 block: inactive; OX1R antag: 11

What do the screens show for `O=C(C1CC1)N1CCc2cc(S(=O)(=O)NCC3COc4ccccc4O3)ccc21` (stereo not given)?
STK33 inh: -0.3; KCNQ2 block: inactive; OX1R antag: 42

5 records picked at random from those above, as already listed:
Results for CCOc1ccc(NS(=O)(=O)c2ccc(C(=O)NC3CCN(Cc4ccccc4)CC3)cc2)cc1 ?
STK33 inh: -4.1; KCNQ2 block: inactive; OX1R antag: 18

Results for COc1ccc2c3c1O[C@H]1C[C@@H](O)C=C[C@@]31CCN(C)C2 ?
STK33 inh: -2.0; KCNQ2 block: inactive; OX1R antag: 17

How did COc1ccc(/C=N/NS(=O)(=O)c2ccc(F)cc2)cc1CN1CCSCC1 do in these assays?
STK33 inh: -1.3; KCNQ2 block: inactive; OX1R antag: 30

How did CCCSc1cc(NCCOC(C)=O)c([N+](=O)[O-])c2nonc12 do in these assays?
STK33 inh: -1.7; KCNQ2 block: inactive; OX1R antag: 82*

What do the screens show for `Cc1nc2sc(C(c3cccc(F)c3)N3CC(C)OC(C)C3)c(O)n2n1` (stereo not given)?
STK33 inh: 0.8; KCNQ2 block: inactive; OX1R antag: -4

More compounds.
How did Cc1c(CCC(=O)NCCCn2ccnc2)c(=O)oc2c(C)c3occ(C(C)(C)C)c3cc12 do in these assays?
STK33 inh: 1.7; KCNQ2 block: inactive; OX1R antag: 6

How did NC(=O)CC(NC(=O)Cc1cccc2ccccc12)c1ccc(NCc2ccc(F)cc2)c([N+](=O)[O-])c1 (stereo not given) do in these assays?
STK33 inh: -0.3; KCNQ2 block: inactive; OX1R antag: 15

How did O=C1CC(N2CCN(c3cccc(C(F)(F)F)c3)CC2)C(=O)N1c1ccccc1 (stereo not given) do in these assays?
STK33 inh: -0.9; KCNQ2 block: inactive; OX1R antag: -2

Results for Cc1cc(C)n2nc(CNS(=O)(=O)c3ccc(F)cc3)nc2n1 ?
STK33 inh: -1.0; KCNQ2 block: inactive; OX1R antag: 12

How did COc1cc(OC)nc(NC(=S)NC(=O)c2ccccc2)n1 do in these assays?
STK33 inh: 0.2; KCNQ2 block: inactive; OX1R antag: 15

How did Cc1ccc(S(=O)(=O)Nc2ccc(C(=O)NC3CC3)cc2)cc1 do in these assays?
STK33 inh: -2.0; KCNQ2 block: inactive; OX1R antag: 18

How did Clc1ccc(CSc2nc3ccncc3[nH]2)cc1 do in these assays?
STK33 inh: 3.8; KCNQ2 block: inactive; OX1R antag: 8

Results for NC(=O)c1ccccc1NC(=S)NC(=O)c1ccc(Br)o1 ?
STK33 inh: 1.4; KCNQ2 block: inactive; OX1R antag: 23

Results for Cc1ccc(C(=O)N/N=C\c2ccc(-c3ccc(Cl)cc3)o2)cn1 ?
STK33 inh: -1.0; KCNQ2 block: inactive; OX1R antag: 12

How did COCCN(CCOC)S(=O)(=O)c1ccc(C(=O)Nc2nc(-c3ccncc3)cs2)cc1 do in these assays?
STK33 inh: -0.5; OX1R antag: 15

How did CC1CCCN(C(=O)COC(=O)Cc2c[nH]c3ccccc23)C1 (stereo not given) do in these assays?
STK33 inh: -0.4; OX1R antag: 6

What do the screens show for `O=S(=O)(NC1=NCCC1)c1cccc(NC(=S)Nc2ccc(OC(F)F)cc2)c1`?
STK33 inh: -1.9; OX1R antag: 9

What do the screens show for `N#Cc1nc(-c2ccc(OCc3ccccc3)cc2)oc1NCCCn1ccnc1`?
STK33 inh: -2.0; KCNQ2 block: inactive; OX1R antag: 5

How did CCOC(=O)c1c(NC(=O)c2ccoc2C)sc(C)c1C do in these assays?
STK33 inh: -0.7; KCNQ2 block: inactive; OX1R antag: 4

How did CCOc1cccc(OCCOCCN2CCCC2)c1 do in these assays?
STK33 inh: -0.5; KCNQ2 block: inactive; OX1R antag: 15

What do the screens show for `CCCC(C)NC(=O)CN1C(=O)c2cccc3cccc1c23` (stereo not given)?
STK33 inh: -1.3; KCNQ2 block: inactive; OX1R antag: 26

How did CC(C)c1ccccc1NC(=O)CNCCOc1ccccc1F do in these assays?
STK33 inh: -1.7; KCNQ2 block: inactive; OX1R antag: 3

Results for COC(=O)C1CCN(C(=O)CSc2nnc(-c3ccncc3)o2)CC1 ?
STK33 inh: 1.5; KCNQ2 block: inactive; OX1R antag: -5

How did CCN(Cc1ccccc1)C1CCN(Cc2ccccc2)CC1 do in these assays?
STK33 inh: 0.1; KCNQ2 block: inactive; OX1R antag: 8

Results for Cc1c(NC(=O)OCCSc2nc(N(C)C)nc(N(C)C)n2)sc(=S)n1C ?
STK33 inh: -1.6; KCNQ2 block: inactive; OX1R antag: 26

Results for CCN(CC)c1ccc(NC(=O)c2cnc3ccccn3c2=O)c(C)c1 ?
STK33 inh: 0.3; KCNQ2 block: inactive; OX1R antag: 14

Results for OC(COc1ccc(Cl)c2ccccc12)CN1CCN(c2ccccn2)CC1 (stereo not given) ?
STK33 inh: -3.2; KCNQ2 block: inactive; OX1R antag: 7

What do the screens show for `Cc1cc(C)n(CCN(C)c2nc3nonc3nc2NC2CC2)n1`?
STK33 inh: 0.3; KCNQ2 block: inactive; OX1R antag: 13

Results for Cc1ccc(NC(=O)Nc2ccccc2C(N)=O)cc1 ?
STK33 inh: -3.0; KCNQ2 block: inactive; OX1R antag: -4

How did O=C(c1cccs1)N1CCC2(O)CCCCC2C1c1ccc(F)cc1 (stereo not given) do in these assays?
STK33 inh: -2.5; KCNQ2 block: inactive; OX1R antag: 10

How did COc1ccc(OC)c(CCNC(=O)CCC(=O)N2CCOc3ccc(C)cc32)c1 do in these assays?
STK33 inh: -0.9; KCNQ2 block: inactive; OX1R antag: 39*

What do the screens show for `C/C(=N\NC(=O)C1=NNC(=O)C1C)c1cccs1` (stereo not given)?
STK33 inh: 1.1; KCNQ2 block: inactive; OX1R antag: 33

What do the screens show for `O=C1/C(=C/c2ccc([N+](=O)[O-])cc2)CCc2ccccc21`?
STK33 inh: 1.8; KCNQ2 block: inactive; OX1R antag: 6

How did COc1ccc(C(=O)NCCc2ccc(C(F)(F)F)cc2)cc1S(=O)(=O)N1CCOCC1 do in these assays?
STK33 inh: 0.2; OX1R antag: 2

What do the screens show for `COc1cccc(NC(=O)CN2C(=O)C(c3ccc(C)cc3)=NC23CCCCCC3)c1`?
STK33 inh: -3.0; KCNQ2 block: inactive; OX1R antag: 75*

Results for COc1ccccc1-c1sc2ccccc2c1-c1ccc(Br)nc1 ?
STK33 inh: 0.1; OX1R antag: 2

Results for CC12CC3(C)CC(C)(C1)CC(NC(=O)N1CCCC1)(C2)C3 ?
STK33 inh: -2.3; KCNQ2 block: inactive; OX1R antag: 3

What do the screens show for `COc1ccc(NC(=O)CN(C)CC(=O)Nc2ccc(C)c(S(=O)(=O)N3CCCCC3)c2)cc1`?
STK33 inh: 1.2; OX1R antag: 7

Results for O=C(CSc1cc(Cl)ccc1Cl)Nc1ccc(N2CCOCC2)cc1 ?
STK33 inh: -0.4; OX1R antag: 2

What do the screens show for `O=[N+]([O-])c1ccc(C2CC(c3ccccc3)=Nc3ccccc3S2)cc1` (stereo not given)?
STK33 inh: -1.0; KCNQ2 block: inactive; OX1R antag: 8

How did COC(=O)C1=C(C)N(C)C(=O)NC1c1c(OC)ccc2ccccc12 (stereo not given) do in these assays?
STK33 inh: 0.7; KCNQ2 block: inactive; OX1R antag: 1

What do the screens show for `O=C(O)c1ccc(O)c(N2C(=O)Nc3ccccc3N2O)c1`?
STK33 inh: -0.8; KCNQ2 block: inactive; OX1R antag: 17
